# Source: PubChem (National Center for Advancing Translational Sciences (NCATS))
# Epigenetic derep = derepresses silenced GFP reporter in murine cells | murine LDR cells, GFP reporter derepression, 30 h | 0.2% of 280,000 active | Potency, µM (series often up to 53.9 µM), inactives show top-dose GFP activation, usual class: activators | AID 1865; note: % of control where 0% means no effect; nearly all actives have a fitted effect of over 60% in size
#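 Murine LDR cells carrying a silenced, genomically integrated CMV-driven GFP reporter were exposed to compound for 30 hours at 37 C. After PBS washes, GFP-positive cells (20–120 um objects) were counted by laser-scanning microplate cytometry.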
# RECQ1 helicase = inhibitors of human RECQ1 DNA helicase; RECQ1 DNA unwinding, red fluorescence kinetic read; 0.54% of 240,000 active; AID 2549; Potency, µM (highest dose often 57.3 µM), for the others: at the highest dose activity, negative = inhibition, usual class: inhibitors; P46063;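 note: plate controls were vehicle for no effect and no enzyme for full effect; nearly all actives have a fitted effect of over 30% in size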
#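 RECQ1T1 50 nM; forked duplex (20 bp + 30-nt ss tails) 200 nM, ATP 2 mM final; pH 8.0, 2 mM MgCl2, 2.5 ug/ml poly(dI-dC); 15 min compound preincubation; discontinuous kinetic read over 2 h at RT.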
# JMJD2E inh = JMJD2E (human) inhibition | B2RXH2 | JMJD2E catalytic domain, FDH-coupled NADH fluorescence (FDH is formaldehyde dehydrogenase) | Potency, µM (series often up to 57.1 µM), without a hit: top-dose activity change, negative = inhibition, usual class: inhibitors | 1.6% of 230,000 active; active = well fitted inhibition curve with a large enough effect, not every such curve was filed as active; inconclusive = small, poorly fitted or top-dose-only effect, or another doubt; inactive = no such curve, though single readings can be large or run the other way;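 note: 0% = wells with enzyme and -100% = buffer wells without enzyme; nearly all actives have a fitted effect of over 50% in size; many of its hits are not listed in these tables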
# Target sequence (B2RXH2 1-337 limits assumed): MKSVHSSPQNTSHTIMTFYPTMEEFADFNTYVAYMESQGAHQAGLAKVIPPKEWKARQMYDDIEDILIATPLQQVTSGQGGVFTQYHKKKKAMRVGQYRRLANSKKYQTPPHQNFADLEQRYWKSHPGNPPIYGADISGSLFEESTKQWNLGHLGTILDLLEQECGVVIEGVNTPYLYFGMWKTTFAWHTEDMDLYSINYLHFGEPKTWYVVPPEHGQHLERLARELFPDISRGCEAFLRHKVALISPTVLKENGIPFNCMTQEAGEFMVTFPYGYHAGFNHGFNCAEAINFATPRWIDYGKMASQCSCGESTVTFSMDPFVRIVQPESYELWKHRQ
# SMN2 splice up = SMN2 splice variant enhancement. HEK293 SMN2-luciferase splicing reporter, luminescence, 30-36 h. Potency, µM (doses to about 46.1 µM), inactives show top-dose activity change, positive = activation, actives largely listed as activators. 2.8% of 210,000 active. AID 1458; note: % of control where 0% means no effect; nearly all actives have a fitted effect of over 55% in size
#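 HEK293 cells carry an SMN2 […]–luciferase reporter in which exon 7 inclusion puts luciferase in frame. Cells were plated 10-12 h before compound addition, then incubated 30-36 h at 37C. ONE-Glo luminescence was read; sodium butyrate at 4.5 mM final served as control.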
# RGS12 GoLoco inh = RGS12 GoLoco-Gai1 interaction inhibition; Gai1:RGS12 GoLoco peptide FP, rhodamine, 10 min; AID 880; P63096; 0.44% of 230,000 active; Potency, µM (top dose mostly 61.6 µM), inactives show at the highest dose activity, negative = inhibition, most hits filed as inhibitors; active = well fitted inhibition curve with a large enough effect, not every such curve was filed as active; inactive = no such curve, though single readings can be large or run the other way; note: % is set by controls: 0 for no effect and ±100 for the full control effect; nearly all actives have a fitted effect of over 30% in size; many of its hits are not listed in these tables
# Target sequence (P63096 whole entry, looked up): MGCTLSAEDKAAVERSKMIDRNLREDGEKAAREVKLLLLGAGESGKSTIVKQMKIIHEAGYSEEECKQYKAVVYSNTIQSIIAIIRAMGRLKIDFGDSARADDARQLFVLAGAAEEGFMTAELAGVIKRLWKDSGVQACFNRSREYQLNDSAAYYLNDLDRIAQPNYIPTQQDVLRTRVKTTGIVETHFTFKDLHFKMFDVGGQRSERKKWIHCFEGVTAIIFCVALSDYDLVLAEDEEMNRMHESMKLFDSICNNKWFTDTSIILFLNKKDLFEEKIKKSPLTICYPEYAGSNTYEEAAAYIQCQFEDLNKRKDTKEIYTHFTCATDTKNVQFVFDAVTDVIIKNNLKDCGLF
# NPSR antagonist = blocks cAMP signaling of the human neuropeptide S receptor | Q6W5P4 | CHO-NPSR cells, cAMP TR-FRET, antagonist mode | Potency, µM (top dose mostly 38.3 µM), for inactives: at the top dose activity change, negative = inhibition, actives largely listed as inhibitors | 1% of 220,000 active; note: % is set by controls: 0 for no effect and ±100 for the full control effect; nearly all actives have a fitted effect of over 50% in size; many of its hits are not listed in these tables
# Target sequence (Q6W5P4 whole entry, looked up): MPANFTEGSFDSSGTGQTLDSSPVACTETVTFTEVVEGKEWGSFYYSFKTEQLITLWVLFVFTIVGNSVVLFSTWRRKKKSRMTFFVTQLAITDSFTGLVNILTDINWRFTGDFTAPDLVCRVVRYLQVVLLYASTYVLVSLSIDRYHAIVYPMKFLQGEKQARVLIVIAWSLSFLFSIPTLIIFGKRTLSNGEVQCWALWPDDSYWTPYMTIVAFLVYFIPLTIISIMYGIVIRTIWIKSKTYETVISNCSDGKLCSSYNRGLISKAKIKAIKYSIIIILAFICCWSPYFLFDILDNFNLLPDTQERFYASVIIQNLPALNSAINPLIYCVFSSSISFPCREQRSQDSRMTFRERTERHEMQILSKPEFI
# Luc counter = Kinase-Glo luciferase inhibition (counter-screen); Kinase-Glo luciferase, ATP luminescence, 8 min; Potency, µM (highest dose often 38.3 µM), inactives show top-dose activity change, negative = inhibition, usual class: inhibitors; 0.28% of 200,000 active; note: % is set by controls: 0 for no effect and ±100 for the full control effect; nearly all actives have a fitted effect of over 60% in size
#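 Compounds were added to a substrate mix at pH 7.2 (50 mM imidazole, 10 uM ATP, within the enzyme's linear range), followed by Kinase-Glo detection reagent; luminescence was measured after 8 minutes at ambient temperature.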
# IMPase Li cell = IMPase inhibition in cells with lithium potentiation | CHO-M1 cells, IP1 TR-FRET (IP-One), carbachol + lithium | Potency, µM (series often up to 59.4 µM), inactives show top-dose activity, negative = IMPase inhibition, hits mostly inhibitors | 0.35% of 210,000 active | AID 1457;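 note: IP1 builds up when IMPase is blocked and the TR-FRET signal falls; plate controls were basal vehicle for no effect and high inhibitor control for full effect; nearly all actives have a fitted effect of over 50% in size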
#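 Steps: plate 2000 CHO-M1 cells per well and culture 16–30 h; add compound and lithium; incubate 30 min, 37C; add d2-IP1 tracer and Eu cryptate anti-IP1 antibody in lysis buffer; read after 10 min at room temperature.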
# * = called active by the depositor; i = inactive; ? = inconclusive; nt = not tested or not shown; & = joins results of further samples; [ ] = dose if it differs, or a comment. Unless noted, calls come from the whole dose curve; as a rule, active = well fitted curve in the direction sought with a large enough effect; inconclusive = small, poorly fitted or top-dose-only effect, or another doubt; inactive = no such curve, though single readings can be large; an effect the other way counts as inactive or inconclusive. Potency is the fitted concentration of half-maximal effect.
SMILES,Epigenetic derep,RECQ1 helicase,JMJD2E inh,SMN2 splice up,RGS12 GoLoco inh,NPSR antagonist,Luc counter,IMPase Li cell
Cc1ccc(N(CC(N)=O)C2SC(=O)N(Cc3ccccc3)C2=O)cc1 (stereo unspecified),-6.0%,i,11%,nt,nt,4%[46.1 µM],nt,nt
CC1CCCCN1S(=O)(=O)c1ccc(NC(=O)c2ccco2)cc1 (stereo unspecified),4.3%,-2%,5%,7%,-7%,-6%[46.1 µM],6%,-5%[38.3 µM]
CCOC(=O)c1ccc(N=C2SC(C(=O)NC)CC(=O)N2Cc2ccc(F)cc2)cc1 (stereo unspecified),-1.3%,i,2%,nt,1%,-27%,nt,-4%
COc1ccc(N2C(=O)C3C4C=CC(CC4)C3C2=O)c([N+](=O)[O-])c1 (stereo unspecified),-0.8%,1%,0%,17%,5%,-11%[46.1 µM],-1%,-5%[38.3 µM]
CCOC(=O)c1sc2ncn(/N=C/N(C)C)c(=O)c2c1C,0.0%,-4%,?,-11%,-10%,-2%[46.1 µM],0%,9%[38.3 µM]
CCOC(=O)N/N=C/c1cccc(Cl)c1Cl,4.5%,-13%,4%,?,7%,16%,-1%,-3%
Cc1cc(N/N=C/c2ccc3c(c2)OCO3)nc2ccccc12,-2.6%,-25%,?,nt,0%,-39%,nt,nt
O=C(N[C@@H](Cc1ccccc1)C(=O)O)c1ccccc1,-0.1%,-5%,-5%,-5%,6%,nt,0%,-13%
C/C(=N\NC(=O)c1c(Cl)c(C)nn1C)c1ccc(NC(=O)c2ccncc2)cc1,0.0%,-2%,51%[activator],-57%[inhibitor],25%,6%,0%,-13%
CCOc1ccc2nc(NC(NC(C)=O)(C(=O)OC)C(F)(F)F)sc2c1 (stereo unspecified),0.8%,-5%,-12%,0%,4%,-5%[46.1 µM],-2%,4%[38.3 µM]
CCOc1ccccc1C=Nc1ccccc1C(=O)Nc1ccccc1,-2.6%,-2%,?,17%,10%,-43%,1%,5%
NC(=O)CC[C@@H]1NC(=O)C(Cc2ccc(O)cc2)NC(=O)c2cc([N+](=O)[O-])cc(F)c2NCCC[C@@H](C(N)=O)NC1=O (stereo partly specified),-9.2%,2%,1%,3%,3%,10%,0%,-7%
COC(=O)NCC12CC3CC(C1)CC(CNC(=O)OC)(C3)C2,0.8%,-5%,1%,-2%,-1%,-2%[46.1 µM],-1%,-2%[38.3 µM]
O=[N+]([O-])c1ccc(/C=N/n2c(CO)nc3ccccc32)s1,1.1%,?,5%,-32%[inhibitor],1%,1%[46.1 µM],2%,2%
CC1CCN(S(=O)(=O)c2cccc(C(=O)O)c2)CC1,-1.5%,-4%,16%,-12%,-3%,12%[46.1 µM],18%,23%[38.3 µM]

# The final 4 compounds of the part above come first, to join the parts:
SMILES,Epigenetic derep,RECQ1 helicase,JMJD2E inh,SMN2 splice up,RGS12 GoLoco inh,NPSR antagonist,Luc counter,IMPase Li cell
NC(=O)CC[C@@H]1NC(=O)C(Cc2ccc(O)cc2)NC(=O)c2cc([N+](=O)[O-])cc(F)c2NCCC[C@@H](C(N)=O)NC1=O (stereo partly specified),-9.2%,2%,1%,3%,3%,10%,0%,-7%
COC(=O)NCC12CC3CC(C1)CC(CNC(=O)OC)(C3)C2,0.8%,-5%,1%,-2%,-1%,-2%[46.1 µM],-1%,-2%[38.3 µM]
O=[N+]([O-])c1ccc(/C=N/n2c(CO)nc3ccccc32)s1,1.1%,?,5%,-32%[inhibitor],1%,1%[46.1 µM],2%,2%
CC1CCN(S(=O)(=O)c2cccc(C(=O)O)c2)CC1,-1.5%,-4%,16%,-12%,-3%,12%[46.1 µM],18%,23%[38.3 µM]
COCCn1c(SCC(=O)N2CCC(C)CC2)nc2ccccc2c1=O,0.8%,-3%,-1%,-12%,7%,-13%[46.1 µM],3%,18%[38.3 µM]
Cn1cc([N+](=O)[O-])c(C(=O)n2cccn2)n1,0.1%,-1%,5%,nt,-2%,15%,nt,nt
COc1ccc(Nc2nc(N)nc(CN3CCN(c4ccc(F)cc4)CC3)n2)cc1,1.5%,i,0%,nt,4%,44%,0%,3%
O=C(O)c1cccc(CSc2n[nH]c(-c3ccc(Cl)cc3Cl)n2)c1,-0.9%[10.1 µM],i,-29%,3%,17%,-3%,-3%,2%
CCCCCCCCCCCCCCCC(=O)OCC(COP(=O)(O)O)OC(=O)CCCCCCCCCCCCCCC (stereo unspecified),1.1%&-1.1%,i,15%,?,5%&1%,nt,-1%,11%&10%
O=C(CN1CCN(Cc2ccccc2Cl)C1=O)NCc1ccccn1,2.1%,-6%,7%,nt,-19%,8%,nt,nt
COc1ccc(OC)c(NC(=O)CN2C(=O)NC3(CCOc4ccccc43)C2=O)c1 (stereo unspecified),-1.2%,i,4%,-15%,-3%,-10%[46.1 µM],-4%,36%[38.3 µM]
Cc1cc(C)nc(SCc2nnc(SCC(=O)Nc3nc(-c4ccccc4)cs3)n2-c2ccccc2)n1,0.0%,-6%,4%,-10%,6%,-11%[46.1 µM],-1%,36%[38.3 µM]
Cc1ccccc1C(=O)N/N=C/c1ccc(Sc2ccccn2)o1,0.0%,-9%,-23%,-6%,9%,3%,-3%,-4%
O=[N+]([O-])c1cccnc1Oc1ccc(F)cc1F,6.1%,-6%,4%,nt,2%,-8%,nt,nt
CCCCCN1N=C(C)CC1=O,-0.1%,3%,-20%,12%,-3%,0%,8%,2%
O=C(c1c[nH]c2ccccc12)C(F)(F)F,-1.0%,1%,4%,nt,0%,13%,nt,nt
CNc1ncnc2c1ncn2[C@H]1C[C@H](OP(=O)(O)O)[C@H](COP(=O)(O)O)O1,-2.8%,-9%,3%,nt,4%,nt,-3%,17%
Cc1sc2nc(CSCC(=O)Nc3ccc(OC(F)F)cc3)[nH]c(=O)c2c1C,-2.7%,-2%,-11%,10%,44%[activator],-12%,2%,9%
COc1ccc(/C(O)=C2\C(=O)C(=O)N(c3cc(C)on3)C2c2ccccc2OC)cc1 (stereo unspecified),0.9%,1%,6%,-25%,-5%,2%[46.1 µM],2%,6.3µM*
COc1ccccc1NC(=O)N1CCN(c2ccnc3cc(Cl)ccc23)CC1,-0.1%,-7%,?,nt,6%,-29%,nt,nt
CS(=O)(=O)N(CC(=O)Nc1cc(Cl)ccc1Cl)c1ccccc1,-0.7%,i,4%,8%,-8%,-4%[46.1 µM],-2%,28%[38.3 µM]
Cc1ccc(/C=N/NC(=S)NCCc2ccccc2)s1,0.9%,3%,?,-3%,-4%,-12%,1%,-9%
COC(=O)c1cc(C(=O)OCC(=O)N(C)C2CCS(=O)(=O)C2)cc([N+](=O)[O-])c1 (stereo unspecified),-1.5%,-2%,21%,12%,10%,1%,4%,4%
O=[N+]([O-])c1ccccc1N/N=C\c1ccccc1F,3.7%,-1%,1%,nt,5%,8%,nt,nt
CCCCN(CCCC)CCCNC(=O)CC1Oc2ccc(C)cc2NC1=O (stereo unspecified),-3.2%,-2%,0%,8%,1%,26%[46.1 µM],-4%,28%[38.3 µM]
COc1ccc(-c2ccc(CO)o2)cc1N,-6.0%,-3%,-6%,nt,8%,5%,-5%,1%
CC(C)n1c2ccccc2c2cc([N+](=O)[O-])ccc21,0.9%,i,-3%,5%,15%,-5%,2%,8%
CCOc1ccccc1N(CC(=O)NCc1ccccc1)C(=O)CCC(=O)Nc1cc(C)ccn1,-3.7%,13%,-3%,-23%,20%,-19%,-1%,8%
CCn1c(=NC(=O)C2COc3ccccc3O2)sc2c(C)ccc(OC)c21 (stereo unspecified),0.1%,12%,?,nt,11%,-60%,nt,nt
CC(=O)NC(CCS(C)(=O)=O)C(=O)Nc1ccc2c(c1)OCO2 (stereo unspecified),0.0%,1%,-7%,1%,15%,-8%[46.1 µM],-1%,6%[38.3 µM]
CCC(C)(C)NC(=O)C(c1cccc(OC)c1)N(C(=O)c1ccn[nH]1)c1cccc(OC)c1 (stereo unspecified),0.0%,11%,2%,?,4%,-14%[46.1 µM],-7%,22%[38.3 µM]
COc1ccc(C2c3ccc4ccccc4c3Oc3ncn(CCCO)c(=N)c32)cc1 (stereo unspecified),1.1%,14%,?,nt,22%,?,nt,nt
Cc1ccc(C(=O)Nc2ccccc2C(=O)N2CCCCCC2)cc1,3.0%,-7%,11%,nt,-11%,?,nt,nt
COc1ccc(/C=N/NC(=O)c2ccncc2)cc1Cn1nc([N+](=O)[O-])c(Br)c1C,-1.7%,-2%,-3%,-9%,32%[activator],-19%,0%,4%
O=C(CCCC(=O)Nc1cccnc1)Nc1cccnc1,1.2%,-3%,9%,2%,2%,2%[46.1 µM],-1%,0%
COC(=O)C1CC(O)CN1S(=O)(=O)c1cccs1 (stereo unspecified),-0.3%,i,11%,10%,11%,17%,-1%,-2%
CC(C)C(NS(=O)(=O)c1ccccc1)C(=O)OCc1cc([N+](=O)[O-])cc2c1OCOC2 (stereo unspecified),0.0%,-3%,15%,-3%,3%,-10%[46.1 µM],2%,11%
Cc1noc(C)c1C(=O)N1CCC2(CCN(Cc3cc(C(F)(F)F)cc(C(F)(F)F)c3)CC2)CC1,nt,i,nt,-26%,14%,nt,-4%,14%
COC(CNS(=O)(=O)c1ccc(S(=O)(=O)N2CCCC2)cc1)OC,2.4%,i,-21%,0%,13%,10%,-1%,16%
COc1ccc(-c2noc(-c3cccc(OC)c3OC)n2)cc1OC,-0.2%,-1%,?,13µM*,-5%,-10%[46.1 µM],1%,12%[38.3 µM]
Cc1ccc(N2C(=O)C3C(C2=O)C(C(=O)c2ccc(Cl)cc2)N2CCCC32)cc1 (stereo unspecified),10%,25µM*,?,13%,24%,-19%[46.1 µM],0%,6%[38.3 µM]
COc1cccc(N=c2oc3c(C)ncc(CO)c3cc2C(N)=O)c1,-0.9%,-14%,-1%,23%,-11%,-5%[46.1 µM],-4%,-18%[38.3 µM]
COC(=O)c1cc(C)nc(N)c1C#N,-4.5%,-10%,?,9%,-4%,0%[46.1 µM],-1%,-2%[38.3 µM]
C[C@@]1([C@@H](NC(=O)c2cccs2)c2ccc(-c3ccccc3)cc2)C[C@H]1C1CCCCC1,-0.9%,-5%,-7%,-29%,8%,-3%,-2%,4%

# The list is partial (hit frequency here may not be typical).
